Screens (PubChem BioAssay)
POLI inh – qHTS for Inhibitors of Polymerase Iota. DNA polymerase iota (Homo sapiens), Q9UNA4. actives 1% (n = 390,000). Pol iota fluorescent replication assay, 10 min. Potency, µM (titrated, usually from 115 µM), for the others: at the highest dose activity, negative = inhibition, hits mostly inhibitors
Target sequence (Q9UNA4 whole entry, looked up): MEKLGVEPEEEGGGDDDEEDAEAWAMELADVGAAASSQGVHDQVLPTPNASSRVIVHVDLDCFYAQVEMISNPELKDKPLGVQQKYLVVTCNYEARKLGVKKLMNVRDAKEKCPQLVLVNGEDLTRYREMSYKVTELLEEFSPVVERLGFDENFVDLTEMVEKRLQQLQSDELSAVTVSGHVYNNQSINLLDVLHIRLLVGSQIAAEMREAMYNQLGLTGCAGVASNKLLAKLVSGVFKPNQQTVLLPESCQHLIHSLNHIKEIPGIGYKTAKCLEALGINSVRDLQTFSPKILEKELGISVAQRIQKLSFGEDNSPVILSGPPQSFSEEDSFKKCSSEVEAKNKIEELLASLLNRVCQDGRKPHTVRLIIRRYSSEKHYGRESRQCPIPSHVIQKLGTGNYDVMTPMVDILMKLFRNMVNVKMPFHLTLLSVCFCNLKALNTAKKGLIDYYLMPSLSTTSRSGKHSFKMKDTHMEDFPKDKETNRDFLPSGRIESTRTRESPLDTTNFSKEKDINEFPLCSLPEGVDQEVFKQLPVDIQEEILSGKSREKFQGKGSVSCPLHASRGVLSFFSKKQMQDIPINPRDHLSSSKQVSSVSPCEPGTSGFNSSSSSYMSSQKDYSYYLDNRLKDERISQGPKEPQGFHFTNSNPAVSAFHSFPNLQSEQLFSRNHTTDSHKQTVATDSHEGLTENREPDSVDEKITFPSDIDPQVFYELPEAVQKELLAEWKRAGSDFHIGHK
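Pol iota at 10 nM preincubated 15 min with compounds at room temperature; reaction started with fluorescent substrate, 50 nM final. Fluorescence read kinetically at 0 and 10 min; buffer-only wells as negative control.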
APE1 inh – qHTS Assay for Inhibitors of the Human Apurinic/apyrimidinic Endonuclease 1 (APE1) | DNA repair nuclease/redox regulator APEX1 (Homo sapiens), P27695 | recombinant APE1, TAMRA/BHQ-2 abasic DNA cleavage fluorescence | Potency, µM (top dose mostly 65.8 µM), for the others: at the top dose activity change, negative = inhibition, hits mostly inhibitors | actives 0.35% (n = 350,000);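 further: plate controls were vehicle for no effect and reference inhibitor for full effect; nearly all actives have a fitted effect of over 55% in size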
Target sequence (P27695 whole entry, looked up): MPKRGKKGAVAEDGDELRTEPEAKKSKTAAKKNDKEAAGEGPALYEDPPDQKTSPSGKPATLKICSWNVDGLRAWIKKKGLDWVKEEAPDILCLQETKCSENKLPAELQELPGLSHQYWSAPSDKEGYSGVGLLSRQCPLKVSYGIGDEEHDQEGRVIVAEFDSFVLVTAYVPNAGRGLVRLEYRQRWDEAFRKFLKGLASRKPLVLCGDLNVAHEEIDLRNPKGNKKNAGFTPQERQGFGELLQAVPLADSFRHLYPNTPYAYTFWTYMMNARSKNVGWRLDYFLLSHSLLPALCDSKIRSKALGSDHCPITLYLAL
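Kinetic fluorescence read (525 ex/598 em nm, three reads 60 s apart) of AP-site incision; signal = third minus first read. Enzyme 0.75 nM, dual-labelled THF duplex 50 nM, compound preincubation 15 min RT.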
Pol beta inh – qHTS Assay for Inhibitors of DNA Polymerase Beta; Potency, µM (titrated, usually from 114 µM), without a hit: top-dose activity change, negative = inhibition, actives largely listed as inhibitors; Pol beta primer extension/strand displacement, fluorescence kinetic; actives 1.3% (n = 340,000); further: on the % scale 0 is the no-effect control and ±100 the full control effect
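Human Pol beta at 10 nM; strand-displacement substrate 50 nM final. Compound exposure 15 min at room temperature before start, reaction 10 min at room temperature.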
BLM inh – qHTS Assay for Inhibitors of Bloom's syndrome helicase (BLM). RecQ-like DNA helicase BLM (Homo sapiens), P54132. recombinant BLM DNA unwinding, fluorescence dequenching. Potency, µM (top dose mostly 56.1 µM), for inactives: at the top dose activity change, negative = inhibition, usual class: inhibitors. actives 0.2% (n = 350,000). AID 2528, 2010;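 further: plate controls were vehicle for no effect and no enzyme for full effect; nearly all actives have a fitted effect of over 35% in size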
JMJD2A Tudor inh – qHTS Assay for Inhibitors of JMJD2A-Tudor Domain; actives 4.4% (n = 390,000); AlphaScreen JMJD2A-Tudor / H3K4me3 peptide binding; Lysine-specific demethylase 4A (Homo sapiens), O75164; Potency, µM (series often up to 114 µM), for the others: top-dose activity change, negative = inhibition, usual class: inhibitors; AID 504339, 2011; further: on the % scale 0 is the no-effect control and ±100 the full control effect; nearly all actives have a fitted effect of over 50% in size
G9a block – qHTS Assay for Inhibitors of Histone Lysine Methyltransferase G9a; Histone-lysine N-methyltransferase EHMT2 (Homo sapiens), Q96KQ7; G9a H3K9 monomethylation, AlphaScreen, 2 h; Potency, µM (doses to about 102 µM), for inactives: top-dose activity, negative = inhibition, actives largely listed as inhibitors; actives 8.8% (n = 350,000); further: on the % scale 0 is the no-effect control and ±100 the full control effect; nearly all actives have a fitted effect of over 75% in size
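Readings reflect AlphaScreen signal from monomethyl-H3K9 antibody detection. HMT at 20 nM; substrate b-H3K9 500 nM; cofactor SAM 20 uM; 2 h RT reaction; compounds tested as titrations in qHTS with 15 min preincubation.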
BAZ2B block – qHTS Assay for Inhibitors of BAZ2B; Bromodomain adjacent to zinc finger domain protein 2B (Homo sapiens), Q9UIF8; AlphaScreen BAZ2B-H3K14Ac peptide displacement; Potency, µM (highest dose often 114 µM), inactives show at the highest dose activity change, negative = inhibition, actives largely listed as inhibitors; actives 4.4% (n = 360,000); AID 504333, 2011; further: on the % scale 0 is the no-effect control and ±100 the full control effect; nearly all actives have a fitted effect of over 60% in size
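Compounds, titrated to a top concentration of 110 uM, were incubated 30 min at room temperature with preformed BAZ2B/acetyl-K14 H3 peptide complex (50 nM each). Proximity signal was measured by AlphaScreen after 20 min with beads.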
POLH inh – qHTS for Inhibitors of Polymerase Eta | DNA polymerase eta (Homo sapiens), Q9Y253 | Potency, µM (highest dose often 114 µM), for inactives: at the highest dose activity change, negative = inhibition, hits mostly inhibitors | recombinant Pol eta, fluorescent DNA replication assay | AID 588591, 2011 | actives 1.2% (n = 390,000); further: on the % scale 0 is the no-effect control and ±100 the full control effect
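Pol eta (10 nM) was preincubated with compounds for 15 min at room temperature, after which fluorescent replication substrate (50 nM final) was added to start the reaction. Fluorescence was read kinetically at 0 and 10 min.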
Pol kappa inh – qHTS for Inhibitors of Polymerase Kappa; DNA polymerase kappa (Homo sapiens), Q9UBT6; purified Pol kappa, fluorescent DNA synthesis assay, 10 min; Potency, µM (series often up to 107 µM), inactives show at the highest dose activity, negative = inhibition, hits mostly inhibitors; actives 0.53% (n = 400,000); AID 588579, 2011; further: on the % scale 0 is the no-effect control and ±100 the full control effect
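Fluorescent qHTS in 1536-well format: enzyme (10 nM) and compound sat 15 min at room temperature before 50 nM substrate (final) was added. Signal taken at 0 and 10 min; no-enzyme buffer wells were negative controls.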
Numbers without * were called inactive; ? = inconclusive; . = not tested or not shown; & = joins results of further samples; [ ] = dose if it differs, or a comment. The call rests on the fitted dose curve; in most records, active means well fitted curve in the direction sought with a large enough effect; inconclusive means small, poorly fitted or top-dose-only effect, or another doubt; inactive means no such curve, though single readings can be large; an effect the other way counts as inactive or inconclusive. Potency means the concentration at half of the fitted maximal effect.

Field names: A = POLI inh; B = APE1 inh; C = Pol beta inh; D = BLM inh; E = JMJD2A Tudor inh; F = G9a block; G = BAZ2B block; H = POLH inh; I = Pol kappa inh
CC(C)C[C@@H]1CN=C(N)N1C[C@@H]1CCCN1C[C@@H](C(C)C)N1C[C@@H](Cc2ccccc2)N(CCc2ccc(Cl)c(Cl)c2)C1=N
  A: ?	B: 4%	C: .	D: .	E: ?	F: .	G: .	H: -11%	I: -14%
CCN(CC)C(=O)N1CCN(S(=O)(=O)c2ccccc2)CC1
  A: 6%	B: 0%	C: -3%	D: -2%	E: -11%	F: 19%	G: -21%	H: 2%	I: -17%
CCCSc1nc(N2CCCC2)c2c(c1C#N)CC(C)(C)OC2
  A: ?	B: -1%	C: 45%	D: -7%	E: 37%[activator]	F: 10%	G: -5%	H: 1%	I: -31%
Cc1cc(NC(=O)CSc2nnnn2Cc2ccccc2)no1
  A: 2%	B: 3%	C: 35%	D: 1%	E: -11%[11.4 µM]	F: -7%[59 µM]	G: -6%	H: -1%	I: -12%
O=c1ccn([C@@H]2O[C@H](COS(=O)(=O)O)[C@@H](O)[C@H]2O)c(=O)[nH]1
  A: -12%	B: -5%	C: .	D: .	E: -10%	F: .	G: .	H: -18%	I: -7%
COc1ccc(NS(=O)(=O)c2cccc(C(=O)NCc3ccccc3CN3CCCC3)c2)cc1
  A: 34%[activator]	B: 41%	C: .	D: .	E: -13%	F: 36%[12.7 µM]	G: -2%	H: -3%	I: -14%
Cc1cc(C)nc(NC(=O)CSc2nc3cc(Cl)ccc3s2)n1
  A: -8%	B: -4%	C: ?	D: -25%	E: -30%	F: ?	G: ?	H: ?	I: ?
COc1ccc(-n2nc3c(N4CCC(C(=O)NCc5ccccc5C)CC4)nnc(C)c3c2C)cc1
  A: ?	B: 22%&-4%	C: 79µM*	D: 2%&5%	E: -21%&-20%	F: 5%	G: ?	H: 4%&-19%	I: -28%&0%
O=C(NC(=O)C(F)(F)F)Nc1ccc(S(=O)(=O)Nc2nccs2)cc1
  A: 39%[activator]	B: -2%	C: -1%	D: -5%	E: -10%	F: ?	G: -28%	H: -5%	I: -17%
N#Cc1cccc(-c2cncnc2NCc2cccnc2)c1
  A: .	B: -2%	C: .	D: -1%	E: .	F: 13%[0.501 µM]	G: .	H: .	I: 0%[60.1 µM]
CCOc1ccc(-c2[nH]nc3c2C(c2ccc4c(c2)OCO4)C(C#N)=C(N)O3)cc1OC (configuration not stated)
  A: ?	B: -3%	C: 2%	D: -5%	E: -26%	F: -5%[59 µM]	G: -9%	H: -20%	I: -4%
COc1cc(C(=O)Nc2ccc(S(=O)(=O)Nc3onc(C)c3C)cc2)cc(OC)c1OC
  A: -12%	B: -7%	C: 31%	D: 1%	E: 23%[11.4 µM]	F: ?	G: 5%	H: -16%	I: -1%
CCS(=O)(=O)C1=NSC2=NC(=O)/C(=C\c3ccc(OC(=O)c4ccco4)cc3)C(=N)N21
  A: ?	B: 41%	C: -22%	D: -9%	E: -19%	F: 45µM*	G: ?	H: 79µM*	I: 3%
O=C(CSc1nnc(-c2c[nH]c3ccccc23)o1)N1c2ccccc2CCc2ccccc21
  A: -3%	B: -8%	C: 26%	D: -4%	E: -24%	F: 7%[2.33 µM]	G: -3%	H: 6%	I: -13%
Cc1csc(SCC(=O)O)n1
  A: 0%	B: -2%	C: 0%	D: -7%	E: -7%	F: ?	G: -29%	H: -4%	I: -5%

Compound profiles (already shown):
CC(C)C[C@@H]1CN=C(N)N1C[C@@H]1CCCN1C[C@@H](C(C)C)N1C[C@@H](Cc2ccccc2)N(CCc2ccc(Cl)c(Cl)c2)C1=N across the screens: POLI inh = ?; APE1 inh = 4%; Pol beta inh = .; BLM inh = .; JMJD2A Tudor inh = ?; G9a block = .; BAZ2B block = .; POLH inh = -11%; Pol kappa inh = -14%
CCN(CC)C(=O)N1CCN(S(=O)(=O)c2ccccc2)CC1 across the screens: POLI inh = 6%; APE1 inh = 0%; Pol beta inh = -3%; BLM inh = -2%; JMJD2A Tudor inh = -11%; G9a block = 19%; BAZ2B block = -21%; POLH inh = 2%; Pol kappa inh = -17%

Next part.
Field names: A = POLI inh; B = APE1 inh; C = Pol beta inh; D = BLM inh; E = JMJD2A Tudor inh; F = G9a block; G = BAZ2B block; H = POLH inh; I = Pol kappa inh
COC(=O)c1c(NC(=O)CCCOc2ccccc2C)sc2c1CCC2
  A: -20%	B: .	C: -1%	D: -3%	E: 15%	F: -23%[59 µM]	G: -25%	H: -14%	I: 5%
CCOc1ccc(-n2c(SC(C)C(=O)OC)nc3c([nH]c4ccccc43)c2=O)cc1 (configuration not stated)
  A: -9%	B: .	C: 5%	D: -1%	E: -19%	F: -2%[59 µM]	G: 3%	H: -9%	I: -5%[60.1 µM]
CCOC(=O)c1nccnc1C(=O)Nc1cccc(C(F)(F)F)c1
  A: 33%[activator]	B: -4%	C: 17%	D: -1%	E: -3%	F: 11%	G: 4%	H: -13%	I: -26%
Oc1ccc2ccccc2c1N=Nc1ccccn1
  A: -3%	B: 0%	C: ?	D: -3%	E: 35µM*	F: 3.2µM*	G: 4µM*	H: ?	I: -11%
N#Cc1c(N)nc(-c2ccccc2)nc1-c1ccccc1
  A: -1%	B: 12%	C: 27%	D: -4%	E: -16%	F: -1%[59 µM]	G: 5%	H: 6%	I: 3%[60.1 µM]
CCCOc1ccc(N2C(=O)CC(N(C(=O)c3ccco3)c3ccc(OCCC)cc3)C2=O)cc1 (configuration not stated)
  A: 11%	B: 1%	C: -14%	D: 2%	E: 1%	F: 8%	G: 8%	H: 0%	I: -5%
O=C1Cc2c([nH]c3ccc(Br)cc23)-c2ccccc2N1
  A: 9%	B: -1%&3%&-4%	C: 20%[57.1 µM]	D: -4%	E: -12%	F: 40µM*	G: .	H: -9%	I: -12%
Cc1nn(-c2ccccc2)c(C)c1/C=N/n1c(-c2ccc(Cl)cc2)n[nH]c1=S
  A: 3%	B: -3%	C: 13%	D: -4%	E: ?	F: 5µM*	G: -27%	H: ?	I: -7%
CCN(CCO)Cc1csc2c(Br)cccc12
  A: -6%	B: -6%	C: 16%	D: -4%	E: -14%	F: 5%[59 µM]	G: 11%	H: -8%	I: -15%
CCn1c(=O)cc(SCC(=O)NCc2ccccn2)c2ccccc21
  A: 6%	B: 0%	C: 7%	D: -4%	E: -6%	F: 2%[59 µM]	G: -29%	H: -8%	I: 1%
CSc1ccccc1C(=O)N1CCCC(CNC(=O)c2ccc(F)cc2)C1 (configuration not stated)
  A: 59%[activator]	B: 13%	C: -11%	D: 1%	E: -9%	F: 8%	G: -6%[57.1 µM]	H: -22%	I: -10%
Cc1cccc(NC(=O)CSCC(=O)NCc2cccc(C(F)(F)F)c2)c1
  A: 20%	B: 6%	C: -1%	D: -12%	E: -15%	F: 9%	G: -23%	H: -18%	I: -6%
COc1ccc(OC)c(-c2cc(C(=O)N3CCN(c4ccccc4)CC3)no2)c1
  A: -1%	B: -7%	C: 2%	D: -7%	E: ?	F: -12%	G: -29%	H: -19%	I: 9%
O=[N+]([O-])c1cc2c(c(CSc3ncccn3)c1)OCOC2
  A: 124%[activator]	B: -3%	C: -2%	D: -4%	E: -23%	F: -2%	G: -37%	H: -6%	I: 1%
COc1ccc(C)cc1NS(=O)(=O)c1c(C)nc2sc(C)cn2c1=O
  A: 25%	B: .	C: 4%	D: 4%	E: -9%	F: -30%[59 µM]	G: ?	H: -12%	I: -15%
c1ccc(-c2cn(-c3ccccc3)c3ncnc(NCCCN4CCOCC4)c23)cc1
  A: 48%[activator]	B: 3%	C: 4%	D: -4%	E: ?	F: ?	G: ?	H: -12%	I: -10%
CC(C)OC(=O)c1nnc(Cc2ccc(F)cc2)o1
  A: -4%	B: 10%	C: 45%	D: -1%	E: -15%	F: 2%	G: -2%	H: -19%	I: 0%
O=C(COC(=O)C12CC3CC(CC(O)(C3)C1)C2)Nc1cccc(Br)c1
  A: 22%	B: -7%	C: .	D: .	E: -14%	F: ?	G: 4%	H: -15%	I: -29%
N#CC1=C(N)Oc2cc(N)ccc2C1c1ccsc1 (configuration not stated)
  A: ?	B: -4%	C: 12%	D: -7%	E: -10%	F: 21%[59 µM]	G: -3%	H: -12%	I: -34%
Cc1ccc(C)c(OCCNc2ncccc2[N+](=O)[O-])c1
  A: -7%	B: 24%	C: 16%	D: -5%	E: -31%	F: -7%	G: -5%	H: -10%	I: -19%
O=S(=O)([O-])C(c1ccccc1)[n+]1ccccc1 (configuration not stated)
  A: 21%	B: 32%	C: .	D: .	E: -8%	F: ?	G: 0%	H: -4%	I: -5%
O=c1n(-c2ccccc2)c(=O)n(Cc2ccccn2)n1Cc1ccccn1
  A: 5%	B: 0%	C: 1%	D: -4%	E: -13%	F: -1%[12.7 µM]	G: 6%	H: 7%	I: 0%
COc1ccc(CCN(C)C(=O)c2cc(-c3ccccc3)nc3ccccc23)cc1OC
  A: 22%	B: -12%	C: 2%	D: -4%	E: -9%	F: 40µM*	G: ?	H: -9%	I: -4%
O=C(CC12CC3CC(CC(C3)C1)C2)Nc1ccc(C(=O)O)cc1
  A: 12%	B: 51%	C: 22%	D: -3%	E: 3%	F: 5%	G: -2%	H: 0%	I: 8%
COc1cccc(NC(=O)c2cc(=O)c3ccccc3o2)c1
  A: 12%	B: -7%	C: -1%	D: -7%	E: -6%	F: 18%	G: -12%[57.1 µM]	H: 3%	I: -1%
C/C(=N/NC(=O)c1nnn(-c2nonc2N)c1-c1ccccc1)c1ccc2c(c1)OCO2
  A: 57%[activator]	B: -2%[12.4 µM]	C: 58%	D: 1%	E: -7%	F: -1%[59 µM]	G: 5%	H: 0%	I: -5%

Not all compounds are listed; count on the stated rates, not on these rows.
